FEN1 inh – inhibitors of human flap endonuclease 1. Recombinant FEN1 flap cleavage, fluorescence, 15 min. P39748. Potency, µM (top dose mostly 114 µM), inactives show at the highest dose activity change, negative = inhibition, actives largely listed as inhibitors. actives 0.35% (n = 390,000). AID 588795; further: nearly all actives have a fitted effect of over 65% in size
Target sequence (P39748 whole entry, looked up): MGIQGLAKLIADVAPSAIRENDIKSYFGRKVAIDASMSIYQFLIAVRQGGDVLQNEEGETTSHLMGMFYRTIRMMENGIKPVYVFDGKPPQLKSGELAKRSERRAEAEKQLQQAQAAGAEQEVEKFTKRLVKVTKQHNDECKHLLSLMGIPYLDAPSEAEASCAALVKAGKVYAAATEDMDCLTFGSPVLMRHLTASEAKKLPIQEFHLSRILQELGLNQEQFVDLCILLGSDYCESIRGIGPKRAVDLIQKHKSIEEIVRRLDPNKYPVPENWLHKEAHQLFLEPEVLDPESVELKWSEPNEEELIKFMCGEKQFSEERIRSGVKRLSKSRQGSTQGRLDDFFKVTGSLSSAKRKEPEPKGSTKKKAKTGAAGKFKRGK
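Potency values derive from four-parameter Hill fits of normalized qHTS data. The reaction used 10 nM FEN1 preincubated 15 min at room temperature with compound, then 50 nM DNA substrate, read at 0 and 15 min.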
DT40 TDP1 CPT – DT40-hTDP1 cell growth loss with CPT. chicken DT40 Tdp1-/-;hTDP1 cells + 20 nM CPT, ATP luminescence, 48 h. Potency, µM (titrated, usually from 46.2 µM), for inactives: top-dose activity change, negative = growth inhibition, actives largely listed as inhibitors. actives 12% (n = 420,000); further: nearly all actives have a fitted effect of over 55% in size
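Chicken DT40 Tdp1-/- cells complemented with human TDP1, 400 cells/well, exposed to compounds plus 20 nM camptothecin for at least 48 h at 37 C; viability read as ATP content by CellTiter-Glo luminescence.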
N370S GC mod – N370S glucocerebrosidase modulation, Gaucher chaperone candidate; P04062; N370S GC spleen homogenate, 4MU-glucoside fluorescence; Potency, µM (series often up to 59.4 µM), for inactives: at the highest dose activity change, negative = inhibition, usual class: inhibitors; actives 0.092% (n = 330,000); AID 2101;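 further: 0% = full enzyme activity and -100% = no enzyme basal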
Active calls of the source: *; [ ] = dose if it differs, or a comment. The call rests on the fitted dose curve; in most records, active means well fitted curve in the direction sought with a large enough effect; inconclusive means small, poorly fitted or top-dose-only effect, or another doubt; inactive means no such curve, though single readings can be large; an effect the other way counts as inactive or inconclusive. Unless noted, on the % scale 0 is the no-effect control and ±100 the full control effect; potency means the concentration at half of the fitted maximal effect. Some of the compounds tested. The share of hits here may be higher or lower than overall.

For COc1ccc(-c2cc(C(=O)NCc3ccco3)no2)cc1OC the results were FEN1 inh -11%, DT40 TDP1 CPT 0% and N370S GC mod -19%.
`COc1ccccc1NC(=O)CC1C(=O)NCCN1C(=O)Nc1ccccc1` (stereo unspecified) gave FEN1 inh 9%, DT40 TDP1 CPT -5% and N370S GC mod 6%.
`Cc1ccc(S(=O)(=O)NC(CC(=O)O)c2cccs2)cc1` (stereo unspecified) gave FEN1 inh -1%, DT40 TDP1 CPT -7% and N370S GC mod -5%.
`CN(C)c1ncc2nc(-c3cccs3)c(=O)n(Cc3cccs3)c2n1` gave DT40 TDP1 CPT -4% and N370S GC mod 3%.
`Cc1oc(-c2cccc(Br)c2)nc1CN1CCC(C(=O)NCc2ccccc2)CC1` gave FEN1 inh -7% and DT40 TDP1 CPT 18µM*.
Fc1ccc(NC(=S)N2N=CCC2c2ccccc2)cc1 (stereo unspecified) was read as FEN1 inh 0%, DT40 TDP1 CPT -3% and N370S GC mod 5%.
`Cc1cc(S(=O)(=O)N2CCCOC2CNC(=O)C(=O)NCCc2ccco2)ccc1F` (stereo unspecified) gave FEN1 inh -10%, DT40 TDP1 CPT 3% and N370S GC mod -1%.
`Cc1ccc(/C=C/C(=O)OCC(=O)c2ccc3c(c2)NC(=O)CO3)o1` gave FEN1 inh -16% and DT40 TDP1 CPT -1%.
CCCOc1ccc(OCCn2nc(C(=O)O)c3ccccc3c2=O)cc1 was read as FEN1 inh -6%, DT40 TDP1 CPT 25% and N370S GC mod 6%.
For COc1ccc(-c2nc(CS(=O)CC(=O)N3CCN(C)CC3)c(C)o2)cc1 (stereo unspecified) the results were FEN1 inh 1%, DT40 TDP1 CPT -9% and N370S GC mod -5%.
CC(C)CN(CC(C)C)C(=S)Nc1ccc(Cl)cc1 was read as FEN1 inh -4%, DT40 TDP1 CPT -1% and N370S GC mod 0%.
For CCN1CCN(c2ccc(S(=O)(=O)N3CCCCC3)cc2NC(=O)c2ccccc2)CC1 the results were FEN1 inh 7%, DT40 TDP1 CPT inconclusive and N370S GC mod -3%.
`COC(=O)CCCC(=O)N1CCOCCN(C(=O)CCCC(=O)OC)CCOCC1` gave FEN1 inh -3%, DT40 TDP1 CPT 0% and N370S GC mod -5%.
Screening CN(C(=O)c1ccc(NC(=O)Cc2ccc(NC(=O)C3CCCN(C(=O)C4CCCCC4)C3)cc2)cc1)C1CCCC1 (stereo unspecified) returned FEN1 inh 9% and DT40 TDP1 CPT inconclusive.
`Cc1c(C)n(Cc2ccccc2)c2ccc(C(=O)OCCCN(C)C)cc12` gave FEN1 inh -3%, DT40 TDP1 CPT inconclusive and N370S GC mod 2%.
`CC(=O)c1ccc(N2CCN(CC(O)COC(c3ccccc3)c3ccccc3)CC2)cc1` (stereo unspecified) gave FEN1 inh -10%, DT40 TDP1 CPT inconclusive and N370S GC mod -26%.
`CCc1cc(=O)oc2cc(C)cc(O)c12` gave FEN1 inh -17%, DT40 TDP1 CPT inconclusive and N370S GC mod 18%.
Cc1cccc(C)c1NC(=O)C1c2ccccc2Oc2ccccc21 was read as FEN1 inh -2%, DT40 TDP1 CPT -21% and N370S GC mod 1%.
For CC(=O)c1cc2c(cc1NC(=O)c1cnc(C)cn1)OCO2 the results were FEN1 inh -5%, DT40 TDP1 CPT -3% and N370S GC mod -32%.
For Cc1cc(N2CCN(C)CC2)nc2ccc(NC(=O)Nc3ccc(Cl)cc3)cc12 the results were FEN1 inh -6% and DT40 TDP1 CPT inconclusive.
For Cc1ccccc1Nc1nc(N)nc(CSCC(=O)Nc2cccc(Br)c2)n1 the results were FEN1 inh -3%, DT40 TDP1 CPT inconclusive and N370S GC mod 0%.
`CCOc1ccccc1NC(=O)c1ccc(S(=O)(=O)N2CCCCC2)cc1` gave FEN1 inh -4%, DT40 TDP1 CPT -2% and N370S GC mod -5%.
CN(Cc1ccccc1)C(=O)COC(=O)c1ccccc1Nc1ccccc1 was read as FEN1 inh -14%, DT40 TDP1 CPT -1% and N370S GC mod 9%.
For Cc1cc(C(=O)CCC(=O)N2CCN(c3ccccc3O)CC2)c(C)s1 the results were FEN1 inh 14% and DT40 TDP1 CPT inconclusive.
`c1ccc(-n2c(Cc3cccnc3)nc3cnccc32)cc1` gave FEN1 inh -3% and DT40 TDP1 CPT -2%.
For COc1ccc(NC(=O)NC(C)c2ccncc2)cc1OC (stereo unspecified) the results were FEN1 inh -1%, DT40 TDP1 CPT -16% and N370S GC mod 3%.
For CCOC(=O)C1CCN(C(=O)/C(=C/c2ccccc2)NC(=O)c2ccccc2)CC1 the results were FEN1 inh 17%, DT40 TDP1 CPT -11% and N370S GC mod 2%.
Screening CCCCN1C(=O)c2[nH]nc(-c3ccccc3O)c2C1c1ccc(OCc2ccccc2)c(OC)c1 (stereo unspecified) returned FEN1 inh -14% and DT40 TDP1 CPT inconclusive.
`CCOc1ccc2nc3cc(N=Nc4ccc(N)nc4N)ccc3c(N)c2c1` gave FEN1 inh 7.1µM* and DT40 TDP1 CPT 5.8µM*.
Screening CCn1cc(S(=O)(=O)Nc2ccccc2C(F)(F)F)cn1 returned FEN1 inh 25%, DT40 TDP1 CPT 0% and N370S GC mod 6%.
Screening CC(=O)Oc1ccc2oc(=O)c3c(c2c1)CCCN3C(=O)CN1CCN(c2ncccn2)CC1 returned FEN1 inh 4%, DT40 TDP1 CPT inconclusive and N370S GC mod 6%.
NC(=O)C1CCN(C2CC(=O)N(c3ccc(F)c(Cl)c3)C2=O)CC1 (stereo unspecified) was read as FEN1 inh -1%, DT40 TDP1 CPT inconclusive and N370S GC mod 1%.
Screening Cn1c(SCC(=O)O)nnc1-c1ccc(NC(=O)c2ccc(Cl)c(Cl)c2)cc1 returned FEN1 inh -6%, DT40 TDP1 CPT -7% and N370S GC mod 7%.
`CCOC(=O)c1[nH]c2ccccc2c1NC(=O)c1ccc(Br)cc1` gave FEN1 inh 14% and DT40 TDP1 CPT -22%.
For Cc1cc(NCCCn2ccnc2)n2nc(C)c(-c3ccccc3)c2n1 the results were FEN1 inh -2%, DT40 TDP1 CPT inconclusive and N370S GC mod 17%.
Screening COc1ccc(-c2nc3sc(CCNC(=O)c4cc(Cl)ccc4OC)c(C)n3n2)cc1 returned FEN1 inh -18% and DT40 TDP1 CPT 16µM*.

Compounds from the list above with an NH in an aromatic ring (two):
Screening CCCCN1C(=O)c2[nH]nc(-c3ccccc3O)c2C1c1ccc(OCc2ccccc2)c(OC)c1 (stereo unspecified) returned FEN1 inh -14% and DT40 TDP1 CPT inconclusive.
`CCOC(=O)c1[nH]c2ccccc2c1NC(=O)c1ccc(Br)cc1` gave FEN1 inh 14% and DT40 TDP1 CPT -22%.

Next part:
`O=C(Nc1ccc2c(c1)CCC2)c1ccc(F)c(S(=O)(=O)N2CCOCC2)c1` gave FEN1 inh -6%, DT40 TDP1 CPT inconclusive and N370S GC mod -5%.
O=C(O)CC(CC(=O)N1CCOCC1)c1ccccc1 (stereo unspecified) was read as FEN1 inh 18%, DT40 TDP1 CPT 3% and N370S GC mod inconclusive.
Screening O=C(NCc1ccco1)C(c1ccccc1)N(C(=O)Cc1cccs1)c1ccccc1 (stereo unspecified) returned FEN1 inh -8%, DT40 TDP1 CPT inconclusive and N370S GC mod 4%.
`CC(C)(C)c1ccc(NC(=O)C(=O)C2C(=O)Nc3ccccc32)cc1` (stereo unspecified) gave FEN1 inh -12%, DT40 TDP1 CPT inconclusive and N370S GC mod -17%.
Cc1ccc(N=Nc2ccc(C)cc2NC(=O)Nc2ccccc2F)cc1 was read as FEN1 inh -1%, DT40 TDP1 CPT inconclusive and N370S GC mod 4%.
Screening Cc1ccc(-n2nnc(-c3nccn3C)n2)cc1 returned FEN1 inh 19%, DT40 TDP1 CPT 23µM* and N370S GC mod -5%.
`COC(=O)c1ccc(NC(=O)C(=O)N2CCN(C(=S)NCCc3ccccc3)CC2)cc1` gave FEN1 inh -11%, DT40 TDP1 CPT inconclusive and N370S GC mod -3%.
`CCCOc1cccc(C2C(C(=O)c3ccco3)=C(O)C(=O)N2CCN(CC)CC)c1` (stereo unspecified) gave FEN1 inh 12%, DT40 TDP1 CPT 0% and N370S GC mod -16%.
`COc1ccccc1NC(=O)CON=C(N)CC(=O)NC1CCCCC1` gave FEN1 inh 4% and DT40 TDP1 CPT -4%.
Nc1nc(Nc2ccccc2Cl)cc(=O)[nH]1 was read as FEN1 inh 11%, DT40 TDP1 CPT 17% and N370S GC mod 5%.
`COc1ccc(/C=N/Nc2nc(=O)[nH]nc2C)cc1[N+](=O)[O-]` gave FEN1 inh -1%, DT40 TDP1 CPT 20% and N370S GC mod 11%.
For O=C(CSc1ncn[nH]1)Nc1ccccc1Sc1ccc(Cl)cc1 the results were FEN1 inh -6%, DT40 TDP1 CPT inconclusive and N370S GC mod 10%.
For O=C(CCNC(=O)c1ccc(Cl)cc1)Nc1nc2ccccc2[nH]1 the results were FEN1 inh -14% and DT40 TDP1 CPT -1%.
Screening O=C(COC(=O)CSc1ccc(Cl)cc1)Nc1ccc2[nH]c(=O)[nH]c2c1 returned FEN1 inh 11% and DT40 TDP1 CPT -8%.
`C=CC[N+]1(CC#CCOC(c2ccccc2)c2ccccc2)CCOCC1` gave FEN1 inh -14%, DT40 TDP1 CPT inconclusive and N370S GC mod -23%.
`CCN(CC)CC(=O)Nc1ccc(C)cc1Br` gave FEN1 inh 4%, DT40 TDP1 CPT -35% and N370S GC mod 1%.
For CCC(C)(C)NC(=O)Nc1cc(Cl)ccc1OC the results were FEN1 inh -1%, DT40 TDP1 CPT inconclusive and N370S GC mod 7%.
For Cc1cc(NS(=O)(=O)c2ccc(NC(=O)C(CC(C)C)N3C(=O)c4ccccc4C3=O)cc2)nc(C)n1 (stereo unspecified) the results were FEN1 inh -1%, DT40 TDP1 CPT -1% and N370S GC mod -19%.
Screening Cc1csc(NC(=O)C2CCCN(S(=O)(=O)c3ccc(Br)s3)C2)n1 (stereo unspecified) returned FEN1 inh 0%, DT40 TDP1 CPT 16µM* and N370S GC mod 10%.
Cc1ccc(S(=O)(=O)N2CCC(C(=O)OCc3c(C)noc3C)CC2)cc1C was read as FEN1 inh 3%, DT40 TDP1 CPT -3% and N370S GC mod -12%.
For CCc1ccccc1N(C)C(=O)C1CCCN(c2ncnc3c2nc2n3CCCCC2)C1 (stereo unspecified) the results were FEN1 inh 7% and DT40 TDP1 CPT 18µM*.
CC1=C(C(=O)OC2CCCC2)C(c2ccccc2Cl)CC(=O)N1 (stereo unspecified) was read as FEN1 inh -6% and DT40 TDP1 CPT 16µM*.
For COc1ccc(NC(=O)CN2CCc3ccccc3C2)cc1 the results were FEN1 inh 54%[activator] and DT40 TDP1 CPT -10%.
For COc1cc(C(=O)Nc2nnc(SCC(=O)NCC3CCCO3)s2)cc(OC)c1OC (stereo unspecified) the results were FEN1 inh 12%, DT40 TDP1 CPT 12% and N370S GC mod -5%.
Screening O=c1oc(-c2ccc([N+](=O)[O-])cc2)nc2ccc(O)cc12 returned FEN1 inh -2%, DT40 TDP1 CPT -2% and N370S GC mod -2%.
For Cc1c(C2(O)CCCCC2)[nH]c2ccc(C(F)(F)F)cc12 the results were FEN1 inh -31% and DT40 TDP1 CPT inconclusive.
Screening COc1ccc(/C(C)=N/NC(=O)CNC(=O)C(c2ccccc2)c2ccccc2)c(OC)c1 returned FEN1 inh -5%, DT40 TDP1 CPT inconclusive and N370S GC mod 1%.
`CCOc1ccc(OCC)c(NS(=O)(=O)c2c(C)[nH]c(=O)[nH]c2=O)c1` gave FEN1 inh -10% and DT40 TDP1 CPT -4%.
For Cc1ccc(C2C(C#N)=C(N)N(c3cccnc3)C3=C2C(=O)CCC3)s1 (stereo unspecified) the results were FEN1 inh -2%, DT40 TDP1 CPT inconclusive and N370S GC mod 0%.
Screening O=C(CCN1C(=O)c2ccccc2C1=O)Nc1ccc(S(=O)(=O)NC2=NCCCCC2)cc1 returned FEN1 inh 9%, DT40 TDP1 CPT 5% and N370S GC mod 2%.
Cn1c(=O)cc(N2CCCCC2)[nH]c1=O was read as FEN1 inh 3%, DT40 TDP1 CPT 9% and N370S GC mod 4%.
`COCCCNC(=O)C(=O)NC1CCCCCC1` gave FEN1 inh 1%, DT40 TDP1 CPT 9% and N370S GC mod -4%.
For CCOC(=O)C1=C(N)OC2=C(C(=O)CC(C)(C)C2)C1c1ccccc1OCC#N (stereo unspecified) the results were FEN1 inh -4%, DT40 TDP1 CPT 1% and N370S GC mod 10%.

Nothing new here: 3 of the compounds above.
Cn1c(=O)cc(N2CCCCC2)[nH]c1=O was read as FEN1 inh 3%, DT40 TDP1 CPT 9% and N370S GC mod 4%.
`COCCCNC(=O)C(=O)NC1CCCCCC1` gave FEN1 inh 1%, DT40 TDP1 CPT 9% and N370S GC mod -4%.
For CCOC(=O)C1=C(N)OC2=C(C(=O)CC(C)(C)C2)C1c1ccccc1OCC#N (stereo unspecified) the results were FEN1 inh -4%, DT40 TDP1 CPT 1% and N370S GC mod 10%.

Compound activity as filed in PubChem.
